# Bioassay records (PubChem)
# AmpC inh detg: qHTS Inhibitors of AmpC Beta-Lactamase (assay with detergent); P00811; AmpC hydrolysis of nitrocefin, absorbance 480 nm, 0.01% Triton; Potency, µM (doses to about 114 µM), inactives show at the highest dose activity change, negative = inhibition, hits mostly inhibitors; 370,000 tested, 0.041% active; AID 485294, 2010;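 further: potency means the concentration at half of the fitted maximal effect; 0% = no-compound wells and -100% = no-enzyme wells; nearly all actives have a fitted effect of over 25% in size; some results filed as inactive show a strong effect at the top dose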
# Target sequence (P00811 whole entry, looked up): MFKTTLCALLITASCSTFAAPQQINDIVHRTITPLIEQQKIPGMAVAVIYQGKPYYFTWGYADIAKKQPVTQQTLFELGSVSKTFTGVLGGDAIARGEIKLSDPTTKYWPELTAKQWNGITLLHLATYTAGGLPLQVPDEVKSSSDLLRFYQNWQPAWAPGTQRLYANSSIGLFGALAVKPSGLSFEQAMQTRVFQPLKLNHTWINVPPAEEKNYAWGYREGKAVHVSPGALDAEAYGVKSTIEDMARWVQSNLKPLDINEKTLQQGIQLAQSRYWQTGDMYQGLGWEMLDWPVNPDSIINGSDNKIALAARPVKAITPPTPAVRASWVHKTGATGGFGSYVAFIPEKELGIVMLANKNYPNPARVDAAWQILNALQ
#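 AmpC (5.3 nM in the dispensed reagent) in 20 mM phosphate pH 7.0 with 0.01% (detergent screen) or 0.0001% Triton X-100 was preincubated with compounds for 15 min at room temperature. Nitrocefin was then added from an 800 uM solution, and hydrolysis was followed at 480 nm.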
# Giardia FBPA inh: qHTS Assay for Inhibitors of Fructose-1,6-bisphosphate Aldolase from Giardia Lamblia; A8B2U2; purified Giardia FBPA; Potency, µM (series often up to 59.6 µM), without a hit: at the top dose activity, negative = inhibition, actives largely listed as inhibitors; 290,000 tested, 0.71% active; AID 2451, 2010; further: potency means the concentration at half of the fitted maximal effect; nearly all actives have a fitted effect of over 55% in size
# Target sequence (A8B2U2 whole entry, looked up): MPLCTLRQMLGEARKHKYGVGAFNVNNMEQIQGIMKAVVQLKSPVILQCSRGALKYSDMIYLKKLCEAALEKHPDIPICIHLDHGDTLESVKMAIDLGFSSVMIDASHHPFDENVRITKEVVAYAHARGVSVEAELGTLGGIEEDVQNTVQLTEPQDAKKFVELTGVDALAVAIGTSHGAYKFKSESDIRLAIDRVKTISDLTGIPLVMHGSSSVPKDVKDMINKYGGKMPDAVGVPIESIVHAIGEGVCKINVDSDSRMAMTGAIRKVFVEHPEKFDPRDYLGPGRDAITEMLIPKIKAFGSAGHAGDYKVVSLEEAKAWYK
#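 40 nM FBPA preincubated 10 min at RT with compound (up to 57.5 uM final), then substrate plus GAPDH/TPI/NAD/arsenate coupling and diaphorase/resazurin added. Fluorescence read after 20 min at RT, 525/598 nm.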
# HCMV inh: qHTS Assay for inhibitors of the human cytomegalovirus (HCMV); 410,000 tested, 4.5% active; AID 1259415, 2018; HFF cells, HCMV-luciferase reporter, 72 h; active compounds read low; activity change, negative = inhibition, % at 57.5 µM; in the data active means activity change below about -60%; inconclusive means no clear call, values can overlap the other calls; inactive means above about -39%
#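 Steps: HFFs plated, 16 h 37C; compounds added; HCMV-luciferase added to MOI 1 PFU/cell; 72 h 37C; OneGlo reagent, 5 min room temperature; luminescence read, normalized to controls.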
# AMA1 RON2 block: qHTS for Inhibitors of AMA1-RON; Towards Development of Antimalarial Drug Lead: Primary Screen | Potency, µM (series often up to 58.2 µM), for the others: at the highest dose activity change, negative = inhibition, most hits filed as inhibitors | Plasmodium falciparum AMA1 (3D7) - RON2 peptide interaction | AlphaScreen AMA1-biotinylated RON2 peptide binding | 360,000 tested, 0.2% active;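 further: potency means the concentration at half of the fitted maximal effect; 0% = vehicle wells and -100% = peptide control; nearly all actives have a fitted effect of over 45% in size; some results filed as inactive show a strong effect at the top dose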
#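 AMA1 (3D7) with his tag at 25 nM final met compounds first, then biotinylated RON2 peptide at 25 nM; detection used donor plus acceptor beads, 10 µg/mL apiece, read by AlphaScreen after 30 min at room temperature.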
# Sm TGR inh: qHTS Assay for the Inhibitors of Schistosoma Mansoni Peroxiredoxins; Schistosoma mansoni thioredoxin glutathione reductase (TGR), Q962Y6; purified TGR, DTNB reduction, TNB absorbance 405 nm; Potency, µM (top dose mostly 114 µM), for the others: top-dose activity change, negative = inhibition, actives largely listed as inhibitors; 360,000 tested, 3% active; further: potency means the concentration at half of the fitted maximal effect; nearly all actives have a fitted effect of over 60% in size
#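 TGR 20 nM + NADPH 100 uM (dispensed conc.), cpd preinc 15 min RT; start with NADPH (500 uM addition) then DTNB (15 mM addition). Kinetic TNB absorbance, 405 nm filter. Four-parameter Hill fit across titration.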
# AmpC inh no detg: qHTS Inhibitors of AmpC Beta-Lactamase (assay without detergent). Potency, µM (series often up to 57.1 µM), for inactives: at the top dose activity change, negative = inhibition, usual class: inhibitors. P00811. 330,000 tested, 0.52% active. AmpC nitrocefin hydrolysis, absorbance 480 nm, 0.0001% Triton;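 further: potency means the concentration at half of the fitted maximal effect; plate controls were no compound for no effect and no enzyme for full effect; nearly all actives have a fitted effect of over 20% in size; some results filed as inactive show a strong effect at the top dose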
#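 20 mM phosphate pH 7.0 + 0.01% (detergent screen) or 0.0001% Triton X-100; 5.3 nM AmpC reagent; cpd preinc 15 min RT; nitrocefin (800 uM stock) to start; A480 q20 s × 4 min; Activity was normalised to no-enzyme and no-compound control wells.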
# * = called active by the depositor; ? = inconclusive; . = not tested or not shown; & = joins results of further samples; [ ] = another dose, or the depositor's remark. Unless noted, the call rests on the fitted dose curve; in most records, active means well fitted curve in the direction sought with a large enough effect; inconclusive means small, poorly fitted or top-dose-only effect, or another doubt; inactive means no such curve, though single readings can be large; an effect the other way counts as inactive or inconclusive. Unless noted, on the % scale 0 is the no-effect control and ±100 the full control effect.
smiles	AmpC inh detg	Giardia FBPA inh	HCMV inh	AMA1 RON2 block	Sm TGR inh	AmpC inh no detg
COc1ccccc1OCC(=O)NNC(=O)C1CCN(c2ncnc3sc(C)c(C)c23)CC1	-12.5%	.	-29.1	91.7%[activator]	-2.1%	83.0%[activator]
COCC(=O)Nc1ccc(Nc2ccccc2)cc1	-3.8%	-12.5%	12.1	-15.3%	-22.6%	-10.9%
Cc1sc(NC(=O)Nc2ccccc2)c(C(N)=O)c1C	4.1%	-7.8%	22.4	-4.6%	15.1%	-12.5%
O=C(Nc1ccccc1)c1ccc(-n2cnnn2)cc1	3.5%	.	51.1	-8.8%	-0.9%	-9.1%
Cc1cc2cc(CN3C(=O)c4ccccc4C3=O)ccc2[nH]1	-18.5%	3.6%	46.3	-3.5%	-31.1%	-36.2%
COC(=O)CCCC1=CC2=CC(=O)C(C)(OC(=O)c3cccs3)C(=O)C2=CN1CC1CC1 (stereo unspecified)	4.1%	?	-19.5	-4.9%	?	39.5%
Cn1c(CN2CCN(C(=O)c3ccc(F)cc3)CC2)nc2cc([N+](=O)[O-])ccc21	-4.2%	0.1%	2.1	-14.8%	-4.8%	41.5%
COc1ccc(S(=O)(=O)N(CC(=O)NCc2ccco2)c2ccc(F)cc2)cc1	-7.0%	4.8%	?	-5.1%	-7.3%	-16.1%
COC(C(=O)Nc1ccc(Br)cc1F)c1ccccc1 (stereo unspecified)	-3.8%	0.3%	27.1	16.1%	0.2%	5.1%[2.29 µM]
Cc1ccc(NC(=O)NC2CCCN2S(=O)(=O)c2ccc(Cl)cc2)cc1 (stereo unspecified)	-1.4%	-13.5%	7.6	-13.8%	6.4%	?
NC(=NC(=O)c1ccccc1)N1CCN(C(c2ccccc2)c2ccccc2)CC1	13.7%	-11.0%	-11.6	-4.0%	10.9%	-30.6%
O=C1CSCN1c1cc(Cl)ccc1Cl	-0.3%	-5.1%	19.1	-4.9%	.	-17.3%

# Not a retest: entries from further up.
smiles	AmpC inh detg	Giardia FBPA inh	HCMV inh	AMA1 RON2 block	Sm TGR inh	AmpC inh no detg
COc1ccccc1OCC(=O)NNC(=O)C1CCN(c2ncnc3sc(C)c(C)c23)CC1	-12.5%	.	-29.1	91.7%[activator]	-2.1%	83.0%[activator]
COCC(=O)Nc1ccc(Nc2ccccc2)cc1	-3.8%	-12.5%	12.1	-15.3%	-22.6%	-10.9%

# Other records follow.
smiles	AmpC inh detg	Giardia FBPA inh	HCMV inh	AMA1 RON2 block	Sm TGR inh	AmpC inh no detg
CCN(C(=O)Cn1c(=O)oc2cc(S(=O)(=O)N3CCCC3)ccc21)c1cccc(C)c1	14.8%	.	-18.1	.	3.0%	.
O=C(NC1CCCCC1)Oc1cccc2ccccc12	-1.0%	1.4%	-9.4	10.5%	8.2%	-15.9%
COc1ccc(C)cc1NC(=O)CN1C(=O)COc2ccc(S(=O)(=O)N3CCC(C)CC3)cc21	7.3%&10.7%	-0.3%	-6.3&113.9	-10.5%	1.9%&3.2%	1.1%
CCc1nnc(NC(=O)CCC(=O)NCc2ccc(OC)cc2)s1	1.1%	2.0%	15.6	-13.1%	17.5%	-6.7%
O=C(CSc1ccc(Cl)cc1)N/N=C/c1cccnc1	2.2%	?	-28.1	2.6%	-1.2%	-9.7%
Cn1c(=O)c2c(nc(CN3CCOCC3)n2CCCO)n(C)c1=O	-9.6%	2.3%	43.0	-5.7%	5.1%	-0.9%
Cc1ccc(S(=O)(=O)ON2C(=O)c3ccccc3C2=O)c(C)c1	79.4µM*	-8.7%	-70.6*	-14.3%	1.41µM*	-27.2%
O=C1Nc2ccc(S(=O)(=O)N3CCCC3C(=O)O)c3cccc1c23 (stereo unspecified)	-16.7%	-22.2%	-12.0	22.1%	5.6%	-17.6%
COc1ccc(NC(=O)CC(NCc2ccccn2)C(=O)O)cc1 (stereo unspecified)	-8.1%	11.2µM*	20.1	19.4%	.	-10.6%
O=C(CC1C(=O)N(c2ccccc2)C(=S)N1c1ccccc1)c1ccccc1 (stereo unspecified)	0.8%	-0.4%	-11.7	-4.1%	6.9%	-1.4%
COC(=O)C1=C(c2cccc(C#N)c2)C[C@@H]2CC[C@H]1N2C(=O)NCc1ccc(F)cc1	7.1%	.	-10.9	0.5%	-0.2%	-8.8%
C=CCn1c(-c2ccc(OC)cc2)csc1=Nc1c(C)n(C)n(-c2ccccc2)c1=O	-6.6%	1.2%	?	-9.7%	0.0%	74.6%[activator]
Cc1cc(C(C)(C)C)cc(S(=O)(=O)NCCO)c1C	?	-0.2%	-8.4	6.9%	2.8%	-2.8%
CN(CC(=O)Nc1ccc(N2CCOCC2)cc1)C(=O)c1cc2c(s1)CCCC2	2.2%	.	-16.3	0.0%	4.3%	-9.4%
Fc1ccc(C2=CCN(C(c3ccc(Cl)cc3)c3nnnn3Cc3ccccc3)CC2)cc1 (stereo unspecified)	?	-2.1%	-35.7	-5.9%	-13.2%	-25.4%
COc1ccc(C(=O)C(CN2CCOCC2)c2ccccc2)cc1 (stereo unspecified)	?	-9.2%	-99.5*	-3.6%	-25.1%	2.3%
Cc1sc(NC(=O)c2cc3ccccc3oc2=O)c(C(=O)OC(C)C)c1-c1ccccc1	-11.3%	-1.6%	?	-4.6%	?	-16.5%
O=C1OC(c2ccc(Cl)cc2)=N/C1=C\N1CC2CC(C1)c1cccc(=O)n1C2 (stereo unspecified)	7.2%	-3.5%	19.5	-7.8%	2.9%	129.6%[activator]
CCCNC(=O)c1ccccc1NC(=O)CN(c1ccccc1)S(=O)(=O)N(C)C	2.8%	4.3%	-21.2	3.5%	10.8%	1.0%
COC(=O)c1ccc(Nc2ncnc3c2cnn3C)cc1	-8.4%	.	19.0	.	-4.9%	.
CCCC(=O)Nc1c2c(nc3ccccc13)N(c1ccccc1)CC2	0.0%	1.3%	.	7.9%	29.0%	-29.5%
COc1ccc([C@H]2Cc3cc(O)cc(O)c3C(=O)O2)cc1O	.	.	-101.9*	0.0%	.	-21.9%
C=CCNC(=O)COC(=O)CCC(=O)c1cccs1	-5.8%	7.3%	0.0	-9.4%	-1.9%	0.0%
COc1ccccc1NC(=O)Nc1ccncc1	?	6.2%	-0.7	-4.7%	-0.9%	-20.9%
CCOC(=O)CSc1n[nH]c(NC(=O)c2cccc(C)c2)n1	-8.0%	-5.7%	-28.8	-8.3%	-16.1%	-23.7%
Cc1c(CC(=O)O)c(=O)oc2c(C)c(OCc3nn[nH]n3)ccc12	1.8%	-15.9%	6.7	17.9%	4.8%	-10.9%
Cn1c(CN2CCN(C(=O)c3ccccc3Cl)CC2)nc2cc([N+](=O)[O-])ccc21	?	-4.4%	16.0	-11.4%	-1.0%	94.7%[activator]
COc1ccc(N(C(=O)Cn2nnc3ccccc32)C(C(=O)NCc2ccco2)c2ccncc2)cc1 (stereo unspecified)	0.4%	-4.2%	-37.9	7.4%	?	26.3%
CCN(CC)S(=O)(=O)c1cccc(C(=O)OCC(=O)NCCN2C(=O)CSC2=O)c1	3.7%	.	?	-10.9%	-7.5%	-15.2%
CC(=O)CC(=O)Nc1ccccc1NC(C)=O	-0.2%	5.4%	-15.8	-13.3%	1.4%	-2.6%
Cc1ccc(CNC(=O)CCC2CCCN(Cc3cc4ccccc4o3)C2)o1 (stereo unspecified)	-1.7%	-1.5%	16.3	3.2%	?	47.1%
O=[N+]([O-])c1ccc(CSc2nnc(Cc3ccccc3)o2)cc1	2.0%	-2.5%	-33.3	-6.4%	-3.3%	-14.6%
O=C(N/N=C/c1ccccc1O)/C(=C/c1ccccc1)CCO	-11.6%	-23.7%	-88.1*	83.5%[activator]	-16.7%	-28.1%
CN(C)Cc1cc2ccccc2c2c1COC2	-0.2%	-10.9%	8.5	22.0%	0.6%	-17.2%
COCCN1C(=O)N(c2ccc(OC)cc2)C(=O)C1CC(=O)Nc1cccc(F)c1 (stereo unspecified)	-16.6%	14.4%	?	0.1%	-0.5%	-3.2%
CCc1cccc(NS(=O)(=O)c2ccc3c(c2)NC(=O)CO3)c1	-0.7%	-2.0%	-33.8	15.0%	16.3%	-19.3%
NS(=O)(=O)c1ccc(CCNC(=O)C2COc3ccccc3C2)cc1 (stereo unspecified)	21.3%	.	23.6	.	8.8%	.
NC(=O)CC[C@@H]1NC(=O)[C@@H]2CCCN2C(=O)c2cc([N+](=O)[O-])cc(I)c2NCCC[C@@H](C(N)=O)NC1=O	-9.1%	0.7%	-6.7	-1.3%	?	-17.0%
CCCCN(CC)C(=O)c1c[nH]c2ccc(S(=O)(=O)Nc3cccc(OC)c3)cc2c1=O	3.2%	.	8.0	.	3.3%	.
CCc1ccccc1NC(=O)c1cc(S(=O)(=O)N2CCCc3ccccc32)ccc1F	7.9%	.	-32.3	.	13.9%	.
CSC1=C(C#N)C(c2ccc(Cl)cc2)C2=C(CC(C)(C)CC2=O)N1 (stereo unspecified)	-17.5%	-6.7%	-67.9*	-0.4%	28.2µM*	-43.1%
COc1ccc(CCNC(=O)CCn2c(=O)c3cccn3c3ccc(F)cc32)cc1OC	-2.4%	.	-20.9	.	-2.6%	.
O=C(COC(=O)c1ccc(N2CCCC2=O)cc1)NCc1ccco1	-11.3%	-1.8%	4.6	-3.6%	-25.4%	-5.6%
CCN(CC)CC(=O)Nc1ccc(Oc2ccc(NC(=O)CN(CC)CC)cc2)cc1	-7.7%	-0.4%	-39.5	-12.3%	.	19.2%
CCN(CC)CCNC(=O)Cn1cnc2sc(C)c(S(=O)(=O)N3CCC(C)CC3)c2c1=O	-7.8%&2.0%	-0.9%	-32.6&-9.4	-10.0%	1.0%&4.6%	0.8%
Cc1ccc(CC(=O)NC2CCSC2=O)cc1 (stereo unspecified)	6.4%	0.1%	-28.7	5.6%	10.9%	-2.2%
COC(=O)c1ccc(C2C(C(=O)Nc3ccc(C)cc3C)=C(C)Nc3ncnn32)cc1 (stereo unspecified)	?	6.5%	-9.1	5.7%	-1.3%	33.8%
COc1ccccc1C1OC(c2cccc([N+](=O)[O-])c2)=NN1C(C)=O (stereo unspecified)	1.0%	0.2%	?	13.1%	.	-11.3%
COc1ccc(-n2c(=O)c3ccccc3n(CC(=O)NC3CCCCC3)c2=O)cc1	?	0.6%	-1.6	10.9%	-0.6%	-12.4%
